# High-throughput results as filed in PubChem.
# mcGAS inh: cyclic GMP-AMP synthase inhibitors, mouse, primary biochemical chemiluminescence; Q8C6L5; recombinant cGAS, Kinase-Glo ATP depletion luminescence; inhibition, % at 12.5 µM; hit rate 0.15% among 160,000; AID 1259399, 2018;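 further: 0% = negative control wells and 100% = reference inhibitor with no enzyme activity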
# NPYLR7 ag: agonists of mosquito NPYLR7 receptor, primary screen, cell-based, Aedes aegypti, calcium fluorescence, mosquito biting behavior; activation, % at 10 µM; hit rate 0.15% among 270,000; AID 1259423, 2018; Aedes aegypti neuropeptide Y-like receptor 7 (NPYLR7); HEK293T NPYLR7/Galpha15, GCaMP6s calcium fluorescence; in the data active means activation above about 40%;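 further: 0% = vehicle and 100% = reference agonist at the receptor; some compounds past the cut are filed as inactive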
# hcGAS inh: Primary biochemical luminescence assay for human cyclic GMP-AMP synthase inhibitors; recombinant h-cGAS, ATP depletion, Kinase-Glo luminescence; hit rate 0.081% among 290,000; Q8N884; inhibition, % at 12.5 µM;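 further: 0% = vehicle reaction and 100% = reaction without DNA for no activity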
# Target sequence (Q8N884 whole entry, looked up): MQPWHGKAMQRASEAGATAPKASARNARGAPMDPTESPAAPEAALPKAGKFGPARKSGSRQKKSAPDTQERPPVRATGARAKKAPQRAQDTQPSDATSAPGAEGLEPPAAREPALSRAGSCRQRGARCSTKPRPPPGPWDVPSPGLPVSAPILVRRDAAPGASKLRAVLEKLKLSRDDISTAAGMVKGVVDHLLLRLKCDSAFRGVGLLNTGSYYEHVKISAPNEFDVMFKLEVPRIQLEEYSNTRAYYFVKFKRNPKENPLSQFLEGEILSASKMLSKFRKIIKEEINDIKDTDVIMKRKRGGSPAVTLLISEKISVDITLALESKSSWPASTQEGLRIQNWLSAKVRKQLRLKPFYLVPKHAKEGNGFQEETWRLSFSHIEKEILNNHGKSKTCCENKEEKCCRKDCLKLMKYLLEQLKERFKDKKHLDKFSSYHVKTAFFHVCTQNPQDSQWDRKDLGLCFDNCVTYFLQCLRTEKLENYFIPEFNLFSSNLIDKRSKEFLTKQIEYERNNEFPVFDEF
# The depositor's hits bear a star; . = no result given; & = joins results of further samples. Unless noted, no stated cut-off is given here; in the data, active means inhibition above about 40%; inactive means the rest.
SMILES,mcGAS inh,NPYLR7 ag,hcGAS inh
CCN(CC)CCNc1ccc2nnc(CCNS(=O)(=O)c3ccc(C)cc3)n2n1,-8,8,-8
COCC1(C(=O)N2CC[C@@H](c3ccc4c(c3)OCO4)[C@H](O)C2)CCC1,.,1,-5
O=C(CSc1nnnn1C1CCCC1)c1ccc[nH]1,.,3,7
CCCn1c(N)c(N(CCOC)C(=O)CC(C)C)c(=O)[nH]c1=O,-5,7,-4
COc1ccccc1-c1nc(NCCc2ccccn2)nc2nn(Cc3ccccc3)c(N)c12,-3,.,-7
Cc1cc(N2CCN(S(=O)(=O)c3cccc(Cl)c3Cl)CC2)nc(C(C)C)n1,-19,0,-8
O=C(O)CNc1cc(-c2ccccc2C(F)(F)F)c2cc[nH]c2n1,.,4,-9
Nc1nc2c(c(C(=O)Nc3cnc4n3CCCC4)n1)CCCC2,-12,.,-6
O=C1CCC2(C(=O)Nc3ccc(Oc4ccccc4)cc3)SCCN12 (stereo not given),.,-16,-9
Cc1nc(-c2cccs2)sc1-c1ccc(SCC#N)nn1,-7,5,-4
O=C(c1ccc(Br)cc1)N1CCN(CC(OCc2c(F)cccc2F)c2ccc(Cl)cc2)CC1 (stereo not given),-4,.,0
N#Cc1ccc(N2CCC(NC(=O)N3CCNC(=O)CC3)CC2)cc1,.,-1,-6
CCOC(=O)c1nn(-c2ccc(C(=O)NC(Cc3ccccc3)c3ccccc3)cc2)c2c1Cc1ccccc1-2 (stereo not given),-6,4,-5
CCOc1ccc(C=NNc2nc(-c3ccc(OCC)cc3)c(C)s2)cc1,-4,1,-6
CN(Cc1ccccc1)c1ncccc1CNC(=O)C1(C)CCCO1 (stereo not given),.,3,-4
N#Cc1c(NC(=O)CSc2ccc3ccccc3n2)sc2c1CCCC2,.,-7,-1
Cn1ccnc1C(NC(=O)COc1cccc(Br)c1)c1ccccc1F (stereo not given),-9,-1,-6
O=c1c(O)c(-c2ccccc2)oc2cc(O)ccc12,.,-3,5
CNC(=O)Nc1cccc(NC(=O)Cc2cc(C)ccc2C)c1,.,10,-10
COc1cccc(-c2nc3ccccn3c2NC(=O)c2ccccc2F)c1,-8,-8,-7

# An excerpt from above with just hcGAS inh and NPYLR7 ag:
SMILES,hcGAS inh,NPYLR7 ag
CNC(=O)Nc1cccc(NC(=O)Cc2cc(C)ccc2C)c1,-10,10
O=C(CSc1nnnn1C1CCCC1)c1ccc[nH]1,7,3

# Continued:
SMILES,mcGAS inh,NPYLR7 ag,hcGAS inh
COc1cccc2cc(C(=O)Nc3cccc(C(=O)O)c3C)c(=O)oc12,-6,-5,-10
COc1ccccc1CN(CCc1c[nH]c2ccccc12)Cc1nc(C(=O)NCCc2ccccn2)co1,0,-1,2
Cc1ccc(NC(=O)N2CCCN(c3nc(Cc4ccc(F)cc4)ns3)CC2)cc1,-6,16,-12
Cc1cc(NC(=O)CSc2ccc(-c3ccc(C)c(C)c3)nn2)no1,.,11,-10
Cn1c(=O)c2c(nc(Br)n2CCSc2nc3ccccc3[nH]2)n(C)c1=O,-7,.,-10
CCC(Cc1ccc(C)cc1)NC(=O)N1CCOCC1 (stereo not given),.,8,-7
CC(NC(=O)c1snnc1C(C)C)C1=CCCCC1 (stereo not given),.,23,-6
COc1ccc(F)c(CN2CCCC(CCC(=O)NCc3ccc(OC)cc3OC)C2)c1 (stereo not given),-7,.,-5
O=C(NCCN1CCCC1)[C@@]1(OCc2ccccc2)CC(OCc2cccc(Cl)c2)[C@H](O)[C@H](O)C1 (stereo not given in full),-2,5,0
CCCCn1c(SCC(=O)NC(C)C)nc2c(-c3ccccc3)c[nH]c2c1=O,-7,2,-4
c1cc(-c2ccc(-c3nccn3-c3ccc4cn[nH]c4c3)o2)[nH]n1,.,-4,3
CCCn1c(C)cn2c3c(=O)n(CCN4CCCCC4)c(=O)n(C)c3nc12,.,1,-5
N#CCCn1nc(-c2ccccc2)cc1-c1ccccc1,.,-9,-7
Cc1ccc(OCCN2C(=O)c3ccccc3C2=O)c(C)c1,.,6,-9
COc1cccc(Cc2nsc(Oc3cc(C(=O)N4CCN(c5ccccc5F)CC4)ccc3C)n2)c1,-3,-2,-5
O=C(c1ccn[nH]1)N1CCC(Nc2ccccc2F)CC1,.,-2,-4
Cc1ccc(-n2nc(-c3ccc(C)o3)cc2C(=O)O)c(C)c1,.,15,-1
COC(=O)c1cc(C2CC2)nc2c1c(-c1ccco1)nn2C1CCS(=O)(=O)C1 (stereo not given),.,12,-10
CCCn1c(=O)c2c(nc3n(CCC)c(-c4ccccc4)cn23)n(C)c1=O,-1,9,4
O=C(CCCn1nnnc1CN1CCc2ccccc2C1)N1CCCC1,.,3,3
COc1ccc(CNC(=O)C(C)N2CCN(S(=O)(=O)c3ccccc3F)CC2)cc1 (stereo not given),.,-4,-9
CC1(C(=O)O)CCCN1C(=O)c1cccc(OC(F)(F)F)c1 (stereo not given),.,1,-12
CCOc1ccc(NC(=O)N(CCCOC)Cc2ccc(OS(C)(=O)=O)cc2)cc1,2,-6,4
CN(Cc1cc(-c2ccncc2)no1)Cc1ccnc2ccccc12,-8,-7,-5
O=C(/C=C/c1cc(F)ccc1F)NCC1Cc2cc(-c3cncnc3)cc(Cl)c2O1 (stereo not given),-9,17,-7
O=C(CSc1nnc(C2CC2)n1C1CC1)N1CCNC1=O,.,8,-6
COc1cc(CNCC(F)(F)F)ccc1OCC(O)CN1CCSCC1 (stereo not given),-10,-1,-8
NC(N)=NN=C1c2ccccc2-c2ccccc21,.,3,1
O=C1NC2(CCCC2)CN(CCc2ccccc2)C1CC(=O)N1CCc2ccccc2C1 (stereo not given),.,25,-9
COC(=O)c1nn(C)cc1N,.,1,-5
Cc1cccn2c(=O)c3cc(C(=O)N(CC(C)C)CC(C)C)sc3nc12,.,7&6,-12&-4
CNC(=O)[C@H]1CN(C(=O)C2CCCCC2)[C@]2(C)C(=O)N(CCO)c3ccccc3[C@H]12,-7,4,-4
CC1C(=O)N(c2ccc(F)c(Cl)c2)CCN1C(=O)COc1ccc(Cl)cc1 (stereo not given),-5,-3,-6
CCCNC(=O)Cn1c(=O)n(-c2cccc(C(C)=O)c2)c(=O)c2ccccc21,0,-17,-3
Cc1cccc(-n2c(CNC(=O)c3ccc(S(=O)(=O)N(C)C)cc3)nnc2SCC(=O)Nc2nccs2)c1,2,-18,3
CNC(=O)c1cccnc1N1C[C@@H]2C3CCC(CC3)[C@@H]2C1,.,25,-7
Cc1cc(F)cc2c(=O)c(C(=O)N3CCSC(C)C3C)c[nH]c12 (stereo not given),-15,1,-16
CCOC(=O)Cn1c(Cl)c(/C=N\NC(=O)c2ccncc2)sc1=O,-7,-13,-5
c1cc(-c2ccc(CN(Cc3ccsc3)CC3CCCO3)o2)[nH]n1 (stereo not given),.,21,-7
CCn1c(C)cc(O)c(C(c2ccccc2OC)N2CCN(c3ccc(F)cc3)CC2)c1=O (stereo not given),.,12,0
COc1cccc(CSc2nnc(CNC(=O)Nc3cccc(F)c3)n2-c2ccc(C)cc2)c1,-6,16,-5
COC(=O)c1ccc(CC2(C)C(=O)Nc3ccc(-c4ccccc4OC)cc32)o1 (stereo not given),-1,-1,2
Cc1ccc(-n2nnnc2CN2CCN(C(=O)c3c[nH]c4ccccc34)CC2)cc1,-9,-2,-7
CN=C1CC(SC)=C1c1ccc(OC)cc1,.,16,-7
Cc1nncn1CCN1C(=O)N(CC(C)C)C2(CCNCC2)C1=O,-1,.,0
Cc1nc2ccccc2nc1CN1CCCC(C(=O)c2ccc3c(c2)OCO3)C1 (stereo not given),-15,10,-4
N#Cc1c(N)nc2c(c1-c1ccc3c(c1)OCO3)CCCCC2,-5,15,-5
CCCCCC1C(=O)NC(SCC(=O)c2ccccc2)N(CC)C1=O (stereo not given),.,-6,-1
COc1ccc(-c2nc3cc(C)ccn3c2NC(=O)C(C)C)cc1,-7,-9,-6
Cc1ccn(Cc2ncc(-c3ccc(Br)cc3)o2)c(=O)c1,-17,4,-11
CCOC(=O)C1CCN(c2nc(C3CC3)ns2)CC1,.,10,-13
CCc1oc2ccccc2c1CNC1CCN(C(=O)C2CC2)CC1,.,-5,0
c1ccc(Oc2cccc(CSc3nnc(-c4cc(-c5ccccc5)nc5ccccc45)n3Cc3ccco3)c2)cc1,5,-6,2
CC(C)C(C)(C#N)NC(=O)CN1CCc2ccccc21 (stereo not given),0,-2,0
O=C(c1cccc([N+](=O)[O-])c1)N1CCSC12CCNCC2,.,-17,-1
Cn1c(SCc2ccccc2)nc2ccsc2c1=O,.,2,-5
COC(=O)c1cccc(-c2nc(CC3CCN(C)CC3)no2)c1,-10,8,-2
Cc1cccc(NC(=O)CNC(=O)C(C)n2c(=O)oc3ccccc32)c1C (stereo not given),.,5,-9
CCC(C)(C)NC(=O)c1ccc([N+](=O)[O-])cc1Cl,-4,0,-7
Fc1cccc(CSc2nnc3ccc(-c4ccccc4)nn23)c1,-2,-19,-1

# Following part
SMILES,mcGAS inh,NPYLR7 ag,hcGAS inh
Cc1csc2nc(O)c(C(=O)NC3CCCCCC3)c(=O)n12,8,-2,4
Cc1cc(N(C)Cc2cc(C(C)(C)C)n[nH]2)nc(-c2cccnc2)n1,-17,13,-4
Cc1csc(NC(=O)Cc2cc(-c3ccc4c(c3)CC(C)O4)on2)n1 (stereo not given),-7,8,-1
COCCNC(=O)Cn1cc(OC)c(=O)cc1CN1CCN(c2ccccc2)CC1,-8,-3,-4
CCCC1COCCN1C(=O)Cc1ccc(-n2cnnn2)cc1 (stereo not given),.,3,-9
Cc1ccc(F)c(NC2CCCN(C(=O)COc3ccc(Cl)cc3)C2)c1 (stereo not given),.,1,-4
c1ccc2[nH]c(CN3CCCn4cncc4C3)cc2c1,-11,3,-11
Cc1nonc1CN(C)Cc1cnc(S(=O)(=O)C(C)C)n1Cc1ccccc1F,.,14,-5
O=C(C1CCCN(Cn2ncc3ccccc3c2=S)C1)N1CCOCC1 (stereo not given),.,4,-4
COC(=O)c1cn(Cc2cccc(C#N)c2)nc1S(=O)(=O)N1CCCCC1,.,-14,9
Oc1oc(-c2cccc3ccccc23)nc1C=Nc1cccnc1Cl,-7,8,-4
Cc1ccc(NC(=O)N2CCC(c3nc4ccccc4[nH]3)CC2)cc1C,.,-2,-1
Cc1cc(=O)[nH]c(-n2nc(C3CC3)cc2NC(=O)COc2ccc(Cl)cc2Cl)n1,.,-1,-10
COCCCNC(=O)c1csc(CSc2nnc(-c3ccccc3Cl)n2-c2ccccc2F)n1,-5,.,-5
COc1ccccc1-c1cc2c(SCC(=O)Nc3ccccc3C)nccn2n1,1,-3,0
NC(=O)c1cnc2n1CCN(C(=O)c1cccc3c1NCCC3)C2,.,9,-2
CC(C)c1cc(C2CCN(C(=O)Cn3cncn3)CC2)[nH]n1,-11,0,-6
S=C(NCCCn1ccnc1)Nc1ccccc1,.,5,-8
OC[C@H]1O[C@@H](Oc2cc(O)cc(/C=C/c3ccc(O)cc3)c2)[C@H](O)[C@@H](O)[C@@H]1O,.,-13,0
Cn1ccsc1=NC(=O)c1cc(Cl)c2c(c1)OCCO2,.,6,-8
Cc1nc2nc(N)nn2c(C)c1CCC(=O)OCC(=O)NC1CCCC(C)C1C (stereo not given),-8,0,-7
CC(NC(=O)CC1C=CCC1)c1ccc(C(F)(F)F)cc1 (stereo not given),.,-1,3

# A section of the results above, for reference:
SMILES,mcGAS inh,NPYLR7 ag,hcGAS inh
Cc1ccn(Cc2ncc(-c3ccc(Br)cc3)o2)c(=O)c1,-17,4,-11
CCOC(=O)C1CCN(c2nc(C3CC3)ns2)CC1,.,10,-13
CCc1oc2ccccc2c1CNC1CCN(C(=O)C2CC2)CC1,.,-5,0
c1ccc(Oc2cccc(CSc3nnc(-c4cc(-c5ccccc5)nc5ccccc45)n3Cc3ccco3)c2)cc1,5,-6,2
CC(C)C(C)(C#N)NC(=O)CN1CCc2ccccc21 (stereo not given),0,-2,0
O=C(c1cccc([N+](=O)[O-])c1)N1CCSC12CCNCC2,.,-17,-1
Cn1c(SCc2ccccc2)nc2ccsc2c1=O,.,2,-5
COC(=O)c1cccc(-c2nc(CC3CCN(C)CC3)no2)c1,-10,8,-2
Cc1cccc(NC(=O)CNC(=O)C(C)n2c(=O)oc3ccccc32)c1C (stereo not given),.,5,-9
CCC(C)(C)NC(=O)c1ccc([N+](=O)[O-])cc1Cl,-4,0,-7
Fc1cccc(CSc2nnc3ccc(-c4ccccc4)nn23)c1,-2,-19,-1
Cc1csc2nc(O)c(C(=O)NC3CCCCCC3)c(=O)n12,8,-2,4
Cc1cc(N(C)Cc2cc(C(C)(C)C)n[nH]2)nc(-c2cccnc2)n1,-17,13,-4
Cc1csc(NC(=O)Cc2cc(-c3ccc4c(c3)CC(C)O4)on2)n1 (stereo not given),-7,8,-1
COCCNC(=O)Cn1cc(OC)c(=O)cc1CN1CCN(c2ccccc2)CC1,-8,-3,-4
CCCC1COCCN1C(=O)Cc1ccc(-n2cnnn2)cc1 (stereo not given),.,3,-9
Cc1ccc(F)c(NC2CCCN(C(=O)COc3ccc(Cl)cc3)C2)c1 (stereo not given),.,1,-4
c1ccc2[nH]c(CN3CCCn4cncc4C3)cc2c1,-11,3,-11
